# High-throughput results from PubChem.
# RAD54 branch – RAD54 (human) branch migration inhibition | RAD54 Holliday junction branch migration, FAM/BHQ fluorescence | inhibition, % at 10.4 µM | 360,000 compounds, 0.14% hits | AID 602329;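 active = mean normalized replicate activity at least 40 and at least half of replicates scoring 40 or more; inconclusive = only one of the two criteria met; inactive = mean below 40 and under half of replicates reaching 40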;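 note: 0% = median of neutral control wells and 100% = median of positive control wells; inhibitors cause a drop in the FAM fluorescence signal; in these data hits start at about 50%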
# E-selectin induc – induces E-selectin expression in human endothelial cells | P16581 | AID 686992 | HUVEC E-selectin immunofluorescence imaging; normalized: neutral wells 0, TNF-alpha wells 100 | 260,000 compounds, 0.37% hits | activation, % at 7.58 µM;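 active = mean E-selectin-positive cell signal at least 10% of the positive control, reached in at least 60% of replicates, without over 20% cell loss; inconclusive = no rule given, readout overlaps actives, possibly toxicity-flagged; inactive = the rest, including those meeting only one limit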;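 note: in these data hits start at about 27%; measured in HUVEC primary endothelial cells; signal is the percent of cells scored E-selectin positive by PE staining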
# Target sequence (P16581 whole entry, looked up): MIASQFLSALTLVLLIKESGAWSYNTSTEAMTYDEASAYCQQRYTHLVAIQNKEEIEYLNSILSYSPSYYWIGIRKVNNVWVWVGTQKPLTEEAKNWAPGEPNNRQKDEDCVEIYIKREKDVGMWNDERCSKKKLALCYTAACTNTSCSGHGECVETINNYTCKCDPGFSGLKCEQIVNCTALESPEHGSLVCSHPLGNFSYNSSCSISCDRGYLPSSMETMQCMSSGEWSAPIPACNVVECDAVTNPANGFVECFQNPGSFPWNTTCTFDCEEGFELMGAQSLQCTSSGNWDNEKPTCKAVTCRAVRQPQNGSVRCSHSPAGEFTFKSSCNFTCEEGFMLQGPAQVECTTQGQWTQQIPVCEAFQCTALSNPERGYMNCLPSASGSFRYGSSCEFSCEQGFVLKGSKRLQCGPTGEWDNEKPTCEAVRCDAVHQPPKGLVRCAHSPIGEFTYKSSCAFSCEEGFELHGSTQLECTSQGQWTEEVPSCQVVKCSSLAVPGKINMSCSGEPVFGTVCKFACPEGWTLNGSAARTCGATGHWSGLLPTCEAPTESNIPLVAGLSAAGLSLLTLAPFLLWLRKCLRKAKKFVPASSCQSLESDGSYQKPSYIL
#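 Read-out: % PE-positive cells | Test system: HUVEC | Doses: One compound dose added by pin transfer | Buffer or medium: EGM-2 over gelatin coat | Signal: Immunofluorescence imaging | Benchmarks: TNF-alpha, DMSO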
# esBAF inh – SWI/SNF esBAF complex inhibition | reporter increase, % at 12.5 µM | mouse ES cells, Bmi1-luciferase knock-in reporter, 24 h; 100% = twice the neutral-well signal | AID 602393 | 350,000 compounds, 2% hits; in the data active = activation above about 40%; inconclusive = no clear call, values can overlap the other calls;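 note: 0% = median of the plate's neutral control wells and 100% = double that signal; a rise in the Bmi1 reporter signal indicates esBAF inhibition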
# Active calls of the source: *; ? = inconclusive. A portion of the library, so the mix of outcomes need not match the whole.
SMILES	RAD54 branch	E-selectin induc	esBAF inh
O=C(O)CC(C(=O)NC1CCCCC1)C1CCCO1 (centres undefined)	4	15	-2
CCCCn1c(C(C)NC(=O)COC)nc2ccccc21 (centres undefined)	-10	0.2	10
O=C(O)CC/C(=N\Nc1ccc(S(=O)(=O)N2CCCC2)cc1[N+](=O)[O-])c1cccs1	0	-2.2	-2
O=C(Nc1ccc2nc[nH]c2c1)c1ccco1	5	-1.8	18
CC(C)(C)NC(=O)COc1ccc(CNc2ccc3[nH]c(=O)[nH]c3c2)cc1	6	-1.7	9
CCc1nnc(NC(=O)CSc2ncc(-c3ccccc3)n2C)s1	-1	0.9	8
Cn1c(=O)cc(SCC(=O)NCCN2CCN(c3ccccc3F)CC2)c2cc(Cl)ccc21	0	0.3	0
CC(=O)c1coc2ccc(OCC(=O)O)cc12	-7	-1.9	0
C=CCNc1sc(C(=O)c2ccc(Br)s2)c(N)c1C#N	-6	0.6	-3
CCOC(=O)C1(CC)NC(c2ccco2)C2C(=O)N(C)C(=O)C21 (centres undefined)	1	?	4
Cc1cc(C)c2c(=O)[nH]c(SCC(=O)N3CCCCC3)nc2n1	2	1.3	-1
CCSc1ccccc1C(=O)NCc1ccc2c(c1)OCO2	-7	-1.0	-2

# The list goes on, overlapping the part above by three compounds.
SMILES	RAD54 branch	E-selectin induc	esBAF inh
CCOC(=O)C1(CC)NC(c2ccco2)C2C(=O)N(C)C(=O)C21 (centres undefined)	1	?	4
Cc1cc(C)c2c(=O)[nH]c(SCC(=O)N3CCCCC3)nc2n1	2	1.3	-1
CCSc1ccccc1C(=O)NCc1ccc2c(c1)OCO2	-7	-1.0	-2
CC(c1ccccc1F)n1cc(C(=O)NCCc2ccco2)nn1 (centres undefined)	-12	-0.2	11
CC(C)(C)CC(=O)Nc1nnc(C(F)(F)F)s1	-9	-0.1	-3
COc1ccc(-n2nnnc2-c2cnc3cc4c(cc3c2C)OCO4)cc1	-18	1.3	-5
Cc1nnc(SCC(=O)NCc2ccccc2)n1-c1ccccc1	-11	14	-9
COc1ccc(C(=O)N2CCN(c3nc4cc(C)ccc4cc3C#N)CC2)c(OC)c1	16	-0.8	-9
Cc1cc(Cl)ccc1OCc1nc(-c2ccc(O)cc2)n[nH]1	-15	0.1	24
CCOc1cc(C)c(S(=O)(=O)Nc2ccc(Cl)cn2)cc1C	3	-0.6	-5
COC(=O)c1ccccc1NC(=O)n1cc(C)cn1	7	1.0	15
COC(=O)CN(n1cnnc1)S(=O)(=O)c1ccccc1Cl	9	-0.1	-9
CCN(CC)S(=O)(=O)c1ccc(NS(=O)(=O)c2ccc(C)c(C)c2)cc1	-5	0.2	-10
Cc1ccccc1CSc1nnc(-c2cccs2)n1Cc1ccco1	6	0.2	-9
CCOC(=O)C1=C(C)Nc2nc3ccccc3n2C1c1ccccc1 (centres undefined)	14	0.1	-4
Cc1n[nH]c(C)c1CCc1nc2c3ccccc3nc(SCC(N)=O)n2n1	7	-1.5	-7
Cc1cccc(/C=C2\CS/C(=C\c3cccc(C)c3)C2=O)c1	-5	-2.2	-2
Cc1cc(C)cc(N2CC34C=CC(O3)C(C(=O)OCC(=O)NCc3ccco3)C4C2=O)c1 (centres undefined)	-1	7.8	-11
N#CC1=C(N)N(c2ccccc2)C2=C(C(=O)CCC2)C1c1ccccc1 (centres undefined)	-9	1.2	-5
CN(C)c1ccc(NC(=O)CC2NCCNC2=O)cc1 (centres undefined)	-2	11	0
O=C(OC1CCN(c2ncc(C(F)(F)F)cc2Cl)CC1)c1ccc(Cl)cc1	-6	1.2	-3
CCc1ccc(C(=O)COC(=O)c2cccc(N3C(=O)c4c(C)nc5ccccc5c4C3=O)c2)cc1	-2	-1.0	-21
O=C(c1ccccc1)c1c[nH]cc1-c1ccccc1	-8	-1.7	0
O=C(NC1CCCC1)C(c1cccs1)N(C(=O)c1ccco1)c1ccc2c(c1)OCO2 (centres undefined)	-2	-1.0	4
CC(C)n1c(N2CCN(C(=O)N3CCCCC3)CC2)nc2ccccc21	8	0.4	14
CCCCCCn1c(N2CCN(c3ccccc3)CC2)nc2c1c(=O)n(C)c(=O)n2C	-16	-2.0	-3
Cc1cc(NC(=O)CCCC(=O)NCc2cccs2)no1	3	0.0	-7
O=c1[nH]c(-c2cccnc2)nc2ccccc12	-1	-0.2	-5
COCCCNc1nc(SCc2ccccc2)nc2sc3c(c12)CCC3	9	-1.2	7
CCOC(=O)CCSCC(=O)Nc1cc(C)on1	3	2.1	1
COc1ccc(OC)c(N(CC(=O)NCc2cccnc2)S(C)(=O)=O)c1	-8	-1.2	-2
CNS(=O)(=O)c1cccc(C(=O)OCC(=O)N2CCc3ccccc3C2)c1	4	-1.6	-4
Cc1ccc(-c2csc3ncnc(Sc4nnc(CN5CCCCCC5=O)o4)c23)cc1	2	3.8	4
Cc1cc2n(n1)SC(Nc1ccc(F)cc1)N2 (centres undefined)	5	-1.9	8
CCN(Cc1ccccc1)C(=O)Cn1cnc2c1c(=O)n(C)c(=O)n2C	-6	-0.3	3
COc1cccc(C(c2nnnn2CS(=O)(=O)c2ccc(C)cc2)N2CCN(C)CC2)c1OC (centres undefined)	23	-0.7	9
c1ccc(Nc2ccc3c4c(cccc24)CC3)cc1	-2	3.9	0
NC(=O)C1CCN(C(=O)CCCCCn2c(=O)[nH]c3ccsc3c2=O)CC1	4	0.0	-7
O=C(NC12CC3CC(CC(C3)C1)C2)c1cncc(O)c1	1	3.2	-4
CS(=O)(=O)N1Cc2ccccc2CC1C(=O)OCC(=O)Nc1ccc2ccccc2c1 (centres undefined)	-4	-0.8	2
CCCc1cc(=O)n2[nH]c(NCc3cccs3)nc2n1	3	-0.8	2
Cc1cc(NC(=O)CCCC(=O)N(CC(=O)NC2CCCCC2)c2ccccc2)no1	-2	10	-6
COc1ccc(N/C=C2\CCOC2=O)cc1	5	1.2	13
CCOc1cc(-c2noc(-c3ccncc3)n2)cc(Br)c1OC	4	-2.2	-2
O=C(CN1C(=O)C2C3c4ccccc4C(c4ccccc43)C2C1=O)N1CCOCC1 (centres undefined)	4	-2.6	-9
COc1cccc(N2C(=O)C(c3ccccc3)=C(c3nc4ccccc4s3)C2NC(C)=O)c1 (centres undefined)	-2	0.1	-4
CCN1N=C(c2cc(Cl)sc2Cl)CSC1=O	-3	-0.2	4
COCC(=O)NCc1nc2ccccc2[nH]1	-7	-0.1	-7
CCN(CC)C(=O)N1CCC(NC(=O)Cc2ccccc2)CC1	-3	-1.1	-5
CCOC(=O)CSc1nc2ccccc2c(=O)n1CC1CCCO1 (centres undefined)	-8	0.6	-2
C/C(=C\c1ccco1)C1C(C#N)=C(N)OC2=C1C(=O)CC(C)(C)C2 (centres undefined)	-16	-0.1	-6

# Of the compounds above, these contain a tert-butyl group:
SMILES	RAD54 branch	E-selectin induc	esBAF inh
CC(C)(C)NC(=O)COc1ccc(CNc2ccc3[nH]c(=O)[nH]c3c2)cc1	6	-1.7	9
CC(C)(C)CC(=O)Nc1nnc(C(F)(F)F)s1	-9	-0.1	-3

# Continuation.
SMILES	RAD54 branch	E-selectin induc	esBAF inh
CCn1c(NC(=O)c2ccc(F)cc2)c2ccccc2nc1=O	-11	-1.2	3
COc1cccc(NC(=O)C(C)Oc2ccccc2)c1 (centres undefined)	-2	-0.6	5
CCOC(=O)C(Cc1c[nH]c2ccccc12)NC(=O)CNC(C)=O (centres undefined)	1	0.2	0
CCOC(=O)c1cnc(SCC(C)C)nc1N	10	0.1	52*
COc1ccccc1-c1cc(C(=O)NCCc2ccccc2)no1	2	1.2	60*
CCOC(=O)Cn1c(=O)c2c(nc3n2CCCCN3c2ccc(C)cc2)n(C)c1=O	-13	-1.7	0
NC(=O)CCCCC(=O)OCCCc1cccs1	-14	-1.1	-2
COc1ccc2c(=O)c3c(=O)n(Cc4ccco4)c(C(C)C)nc3oc2c1	12	-3.4	-2
COc1cc(-c2nnc(-c3ccncc3)o2)ccc1OCc1ccccc1	5	5.1	9
COc1cc(C2c3c(oc4c(C)cc(C)cc4c3=O)C(=O)N2Cc2cccnc2)ccc1O (centres undefined)	-5	0.0	-4
Cc1ccccc1Nc1nc(N)nc(COC(=O)c2cccn2C)n1	-2	0.0	48*
Cc1ccsc1C(=O)OCC(=O)N1CCOCC1	10	-0.5	33
Cc1nnc(SCC(=O)NC(=O)NC(C)(C)C)n1N	3	0.2	-4
CCCCNCc1cc(OC)c(OCC(N)=O)cc1Br	-1	-2.0	7
Cc1ccc(N(C(C)C(=O)N2CCCCC2)S(C)(=O)=O)cc1C (centres undefined)	10	0.5	-7
COc1ccc2cc(C#N)c(SCC(=O)NNC(=O)Cc3ccccc3)nc2c1	0	-2.4	7
Cc1occc1-c1nnc(SCC(=O)Nc2ccc3c(c2)OCO3)n1CC1CCCO1 (centres undefined)	6	0.3	-3
Cc1ccc(OCCn2c(Br)nc3c2c(=O)n(C)c(=O)n3C)cc1	-14	-2.4	-20
CN(C)CCCNC(=O)c1ccc2[nH]c3ccccc3c2c1	36	1.0	1
O=S(=O)(c1ccc(Cl)c(Cl)c1)N1CCc2nc3ccccc3n2CC1	2	-2.0	-1
Fc1ccc(-c2cn3cc(C(F)(F)F)cc(Cl)c3n2)cc1	1	-2.0	46*
Cc1cc(C)c2c(c1)-c1cc(C)nn1C(c1ccc3c(c1)OCO3)N2 (centres undefined)	-11	0.5	-8
COc1ccc2c(c1)NC(=O)CC(c1ccccc1)=N2	-13	-1.1	39
Cc1ccc(N(CC(=O)NCc2ccco2)S(=O)(=O)c2ccccc2)cc1	0	2.2	-1
Cc1c(NC(=O)C(C)OC(=O)C(NC(=O)c2ccco2)C(C)C)c(=O)n(-c2ccccc2)n1C (centres undefined)	-3	7.2	-4
COC(=O)Cc1c(C)nc2nc[nH]n2c1=O	2	0.8	-12
NS(=O)(=O)c1ccc(CCNC(=O)c2ccc(S(=O)(=O)N3CCCCC3)cc2)cc1	-14	1.9	-11
O=C(CS(=O)(=O)c1cccc(C(F)(F)F)c1)Nc1ccccc1Cl	9	1.2	-4
COCCn1c(SCC(=O)Nc2nnc(C)s2)nnc1-c1cc2ccccc2cc1O	-15	-0.3	-7
Cn1c(CNS(=O)(=O)c2ccc(F)cc2)n[nH]c1=S	-15	?	13
O=C(Cc1cccc2ccccc12)N/N=C/c1ccc(Sc2nc3ccccc3s2)o1	-5	-0.4	-1
Cc1cccc(NC(=O)NCCc2c[nH]c3ccccc23)c1	1	-0.2	5
COc1c(S(=O)(=O)N2CCN(c3ccc(F)cc3)CC2)ccc(Cl)c1Cl	1	1.2	13
Cc1ccc2c(c1)N(CCC(=O)NCC1CCCO1)C(=O)CO2 (centres undefined)	6	-1.5	-10
CC(C)(CNc1ccc([N+](=O)[O-])cc1Cl)CNS(C)(=O)=O	-8	0.5	2
COc1cccc(NC(C)C(=O)N2CC(C)OC(C)C2)c1 (centres undefined)	-2	-0.6	-1
NC(=O)c1ccsc1NC(=O)COC(=O)Cc1ccsc1	-7	-0.7	9
COc1ccc(S(=O)(=O)n2ccc(-c3ccc(OCCN(C)c4ccccn4)cc3)n2)cc1	-4	-0.8	-1
CCc1ccc2nc3c(c(C(=O)O)c2c1)CCC3	-1	-0.7	-4
CN1CCC(N(C)CC(=O)Nc2cccc(Oc3ccccc3)c2)CC1	-14	-0.8	-7
CN(CC(=O)NCCN1CCN(Cc2ccccc2)CC1)S(=O)(=O)c1cccc2nsnc12	-4	-0.2	3
Cc1ccc(C)n1-c1nccc(-c2cccs2)n1	-6	-1.0	10
CC(=O)Nc1ccc(NC(=O)C2CCCN(c3ncccn3)C2)cc1 (centres undefined)	-16	2.0	3
CC(C)C(=O)Nc1cccc(NC(=S)NC(=O)C(c2ccccc2)c2ccccc2)c1	-4	1.3	-8
O=C(CN1CCC(c2nc3ccccc3s2)CC1)NCc1ccccc1	13	0.9	11
COc1ccc(C2(CNC(=O)c3ccco3)CCOCC2)cc1	-15	-0.2	2
Cc1ccc(-n2nnnc2-c2cnc3ccc(Cl)cc3c2-c2ccccc2)cc1	9	1.3	-2
Cc1cc(NS(=O)(=O)c2ccc(NC(=O)CCCOc3ccccc3)cc2)no1	0	0.0	2
Cc1ccc(C2C3=C(CCCC3=O)Nc3nc(SCC(=O)NCc4ccco4)[nH]c(=O)c32)cc1 (centres undefined)	3	1.9	-5
CCC(C)c1ccc(NC(=O)C2CC2)cc1 (centres undefined)	3	0.7	74*
COc1ccc(CC(=O)n2nc(-c3ccccc3)nc2NCc2ccco2)cc1	-7	1.4	11
CC(=O)N1CCC2(CC1)C(C#N)=C(N)Oc1c2sc2nc(C)cc(C)c12	-3	0.0	-7
